# High-throughput results (PubChem)
# Glyco luc inh: increase of ERlucT glycosylation luciferase signal, primary screen, N-linked glycosylation inhibitor project, D54 ERlucT cells, luminescence, set 2. D54 ERlucT glycosylation luciferase reporter, 24 h; percent of 100 nM tunicamycin response. reporter increase, % at 12.5 µM. AID 588692, 2011. 360,000 compounds, 0.23% hits;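 active means mean luciferase reporter signal, scaled so untreated is 0 and the glycosylation-blocking control 100, at or above a set limit in every replicate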;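 further: luciferase carries N-glycosylation sites so blocking glycosylation raises the light; 0% = median of neutral control wells and 100% = median of 100 nM tunicamycin wells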
# H9c2 protect: cardioprotection against H2O2-induced cell death, primary screen, uHTS, H9c2 cells, ATPLite luminescence | 360,000 compounds, 0.63% hits | H9c2 cardiomyocytes, H2O2 injury protection, 2 h | protection from H2O2 cell death, % at 20 µM | AID 588492, 2011;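 active means compounds giving at least 50% protection of heart cells from peroxide-induced death in the single-dose screen, raw or plate-pattern-corrected value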;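 further: 0% = DMSO wells with peroxide and 100% = DMSO wells without peroxide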
# PDI inh: inhibitors of human PDI, primary screen, biochemical, turbidity, single point, plate reader | Protein disulfide-isomerase (Homo sapiens), P07237 | PDI insulin aggregation turbidity, A650, 90 min | inhibition, % at 10 µM | 350,000 compounds, 0.052% hits | AID 588391, 2011;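 active means mean inhibition across replicates of 30% or more, whatever share of single replicates reach that level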;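 further: absorbance from insulin aggregation driven by PDI reduction with DTT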
# Exocytosis inh: LAMP-1 surface exposure blockers, TALL-104 cells – cell-based, flow cytometry, MLPCN library, primary screen. TALL-104 LAMP-1 surface exposure; cells stimulated with thapsigargin and PMA. 360,000 compounds, 0.66% hits. inhibition, % at 10 µM. AID 651702, 2012;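 active means inhibition above about 55%, limit read from the data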
# ABHD5-PLIN5 inh: ABHD5-PLIN5 interaction inhibitors, primary screen, cell lysate, split luciferase complementation, luminescence. AID 602281, 2012. inhibition, % at 4 µM. 360,000 compounds, 0.78% hits. Split G. princeps luciferase complementation, 4 h;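 active means inhibition above the mean inhibition across every tested compound plus 3 SD, cut at about 22% in these data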;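 further: 0% = DMSO only wells and the 100% control is not disclosed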
# Target sequence (Q00G26 whole entry, looked up): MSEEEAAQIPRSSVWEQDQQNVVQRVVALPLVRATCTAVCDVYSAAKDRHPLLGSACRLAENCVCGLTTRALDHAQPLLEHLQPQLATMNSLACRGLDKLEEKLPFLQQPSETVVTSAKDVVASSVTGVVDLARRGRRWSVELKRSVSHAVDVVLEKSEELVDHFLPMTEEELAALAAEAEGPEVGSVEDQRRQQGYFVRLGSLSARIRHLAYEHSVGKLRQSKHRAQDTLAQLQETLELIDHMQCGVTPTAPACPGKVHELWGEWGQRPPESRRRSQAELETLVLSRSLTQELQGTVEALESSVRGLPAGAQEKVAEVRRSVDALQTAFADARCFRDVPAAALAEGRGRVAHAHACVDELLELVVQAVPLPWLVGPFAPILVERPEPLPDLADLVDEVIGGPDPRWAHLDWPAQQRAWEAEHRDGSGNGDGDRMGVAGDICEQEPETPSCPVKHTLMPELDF
# Target sequence (Q8WTS1 whole entry, looked up): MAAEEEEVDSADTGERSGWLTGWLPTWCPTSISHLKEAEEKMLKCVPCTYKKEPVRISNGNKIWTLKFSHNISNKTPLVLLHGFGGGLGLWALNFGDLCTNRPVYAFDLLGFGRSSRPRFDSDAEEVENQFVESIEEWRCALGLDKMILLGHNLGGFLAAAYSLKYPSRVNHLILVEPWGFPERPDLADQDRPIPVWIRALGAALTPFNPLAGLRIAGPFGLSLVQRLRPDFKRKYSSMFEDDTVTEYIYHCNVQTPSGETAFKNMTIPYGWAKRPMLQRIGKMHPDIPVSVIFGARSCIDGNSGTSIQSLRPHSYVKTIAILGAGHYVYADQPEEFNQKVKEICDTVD
# CaV13 ICDI inh: Disruptors of the CACNA1D IQ motif to Ca2+-dependent inactivation inhibitor domain association, primary screening, Förster resonance energy transfer in intact living …; HEK cells, CFP/YFP FRET ICDI-IQ, plate reader, 10 min; percent FRET-ratio fall versus neutral wells; inhibition, % at 12.3 µM; 340,000 compounds, 0.098% hits; AID 743397;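 active means mean replicate inhibition of at least 30% and at least 1% of replicates passing that level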;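 further: 0% = median of the neutral control wells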
# m5-HT2A agonist: mouse Htr2a agonists via beta-arrestin recruitment, primary screen, cell-based, luminescence. CHO-K1 mHTR2A beta-arrestin complementation; percent of 30 µM serotonin response. AID 624169, 2012. activation, % at 7.6 µM. 5-hydroxytryptamine receptor 2A (Mus musculus), P35363. 360,000 compounds, 0.66% hits;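 active means activation above a run cutoff, the mean activation of all tested compounds plus 3 SD, cut at about 14% in these data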;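 further: 0% = plate median of compound wells and 100% = 30 µM serotonin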
# MC4R antagonist: MC4R antagonists of cAMP signaling, primary screen, cell-based, TR-FRET, antagonist arm of biased-ligand search. Melanocortin receptor 4 (Homo sapiens), P32245. MC4R-expressing cells, MTII-stimulated cAMP, LANCE TR-FRET. inhibition, % at 6.5 µM. 360,000 compounds, 0.48% hits. AID 540295, 2011;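 active means inhibition above its plate's cutoff, the mean of tested wells on that plate plus 3 SD, cut at about 29% in these data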;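 further: 0% = Melanotan II alone and 100% = Melanotan II plus saturating MCL0020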
#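 System: U2OS cells stably expressing human melanocortin 4 receptor (MC4R). Reagent: Melanotan II challenge after compound preincubation. Doses: 6.5 µM. Times: 30-min compound, 1-h challenge, 1-h detection, room temperature. Measured by: TR-FRET with Eu-cAMP and labeled anti-cAMP, 671 nm. Replicates: singlicate.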
# MC4R barr agon: MC4R agonists recruiting beta-arrestin, primary screen, cell-based, luminescence, agonist arm of biased-ligand search; Melanocortin receptor 4 (Homo sapiens), P32245; U2OS MC4R beta-arrestin complementation; percent of melanotan II response, DMSO zero; activation, % at 8.9 µM; 360,000 compounds, 0.98% hits;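 active means activation above a per-plate cutoff, the mean activation of sample wells on that plate plus 3 SD, cut at about 8% in these data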
# ABCB6 inh 2: ABCB6 transporter inhibitors, primary screen, K562-ABCB6 cells, flow cytometry, MLPCN library | K562-ABCB6 porphyrin accumulation, 1 h; active compounds read low | ATP-binding cassette sub-family B member 6 (Homo sapiens), Q9NP58 | fluorescence ratio to DMSO, % at 10 µM | 360,000 compounds, 0.19% hits;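 active means fluorescence ratio to DMSO below 75%, the collection mean minus 3 SD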;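 further: signal is porphyrin accumulated inside mitochondria; 100% equals median channel fluorescence of DMSO control wells; lower ratio means ABCB6 inhibition with less porphyrin fluorescence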
# * marks the source's active call; other numbers are inactive results; · = not tested or not shown. Hits appear at their usual frequency. Share with any hit: about 4.2%.
SMILES,Glyco luc inh,H9c2 protect,PDI inh,Exocytosis inh,ABHD5-PLIN5 inh,CaV13 ICDI inh,m5-HT2A agonist,MC4R antagonist,MC4R barr agon,ABCB6 inh 2
FC(F)(F)c1ccc(-c2noc(CN3CCCN(C4CCCCC4)CC3)n2)cc1,-4.2,-12.3,0.8,1.1,5.7,11.4,-3.6,7.4,-0.3,95.0
CCOC(=O)c1ccc(-n2c(C)nc3c(cnn3-c3ccccc3C)c2=O)cc1,-0.3,-2.4,-2.5,-3.1,-3.9,-5.7,-4.0,4.2,-1.1,100.0
Cc1cc(NC(=O)COC(=O)CCNS(=O)(=O)c2cccc(C(F)(F)F)c2)no1,1.2,-4.6,2.6,-1.3,2.2,-6.4,2.8,-2.8,-2.0,96.0
O=C(CSc1nc2ccccc2[nH]1)Nc1ccc2[nH]c(=O)[nH]c2c1,0.3,2.8,-3.7,-4.5,0.5,-2.6,5.1,1.2,-2.2,103.0
COc1ccc2[nH]c(C(=O)NCCc3ccccc3)cc2c1,1.4,-3.9,-2.8,-3.9,-8.7,1.9,-6.4,17.1,0.1,97.0
COc1ccc(-c2cc(-c3ccccc3)nc(=O)[nH]2)cc1,1.4,1.2,2.1,-4.5,4.0,-5.3,1.5,2.3,0.4,101.0
CC(C(=O)N1CCCC1)N1CCN(S(=O)(=O)c2ccccc2)CC1 (centres undefined),0.0,-0.1,4.7,-0.8,-6.3,-2.8,3.2,-0.9,-0.3,95.0
COc1ccc(OCC(=O)NNc2c3ccccc3nc3ccccc23)cc1,-2.3,2.9,-11.3,1.4,4.4,-2.9,0.5,-8.3,0.4,97.0
O=C(COc1ccc(Cl)cc1)NCCNC(=O)c1ccccn1,2.3,-1.0,-0.3,-14.3,0.5,-2.9,3.5,10.2,-3.0,93.0
Cc1nnc(C)n1/N=C/c1ccc(-c2ccccc2)cc1,0.2,-2.8,-1.5,-1.7,-15.0,-5.3,-4.5,-1.6,0.7,90.0
Cc1ccc(C(C#N)c2ccc(Cl)nn2)cc1 (centres undefined),-0.6,-1.0,-1.9,-1.5,-3.9,-4.6,-0.1,-2.9,-1.8,95.0
COc1ccc(OC2C(=O)N(Cc3ccc(F)cc3)C2c2cc(OC)c(OC)c(OC)c2)cc1 (centres undefined),-0.8,1.3,7.2,3.1,-5.2,-4.2,-0.3,12.9,-0.9,104.0
O=C(COC(=O)CCC1CCCC1)Nc1ccccc1Br,-0.6,1.1,4.8,-7.2,-2.3,-5.8,11.3,3.3,6.1,103.0
CCOCCCNC(=O)c1ccc2c(=O)n(Cc3ccc4c(c3)OCO4)c(=S)[nH]c2c1,0.3,-3.6,-1.6,-1.4,-0.4,3.1,-3.3,18.6,-2.4,97.0
Cc1ccc(C)c(N2CCN(C(=O)CCc3nc(-c4cccc(Cl)c4)no3)CC2)c1,0.6,-14.8,5.9,-0.4,-6.6,-6.9,-0.5,2.4,-1.6,95.0
COc1ccc(/C=C\C(=O)CC(O)(c2ccccc2)C(F)(F)F)cc1 (centres undefined),-0.2,-11.8,-3.8,2.4,52.9*,-3.3,-3.5,-0.7,0.0,95.0
O=C(CCC(=O)N1CCOc2ccc(Cl)cc21)NCCCN1CCC(Cc2ccccc2)CC1,0.3,-11.3,·,25.4,14.5,-3.6,-3.2,8.2,1.9,98.0
CCOC(=O)C(NC(=O)c1cccc(Cl)c1)(Nc1nnc(C)s1)C(F)(F)F (centres undefined),1.9,13.5,-14.5,-0.6,-2.2,-2.8,-1.7,-1.7,-1.7,98.0
CCCS(=O)(=O)c1c(S(=O)(=O)CCC)c2c(N)cccn2c1C(=O)c1ccc(Br)cc1,-4.2,0.6,4.3,-1.2,8.3,·,0.2,9.1,-2.5,143.0
CCOC(=O)c1cc(-c2ccccc2)sc1NC(=O)CN1C(=O)NC(CC)(c2ccc(F)cc2)C1=O (centres undefined),-3.1,-7.0,-3.4,-0.8,3.3,-3.5,-1.5,14.2,0.7,102.0

# Results in MC4R antagonist, for some of the entries so far:
Molecule,MC4R antagonist
O=C(CCC(=O)N1CCOc2ccc(Cl)cc21)NCCCN1CCC(Cc2ccccc2)CC1,8.2
COc1ccc(OC2C(=O)N(Cc3ccc(F)cc3)C2c2cc(OC)c(OC)c(OC)c2)cc1 (centres undefined),12.9

# Other entries
SMILES,Glyco luc inh,H9c2 protect,PDI inh,Exocytosis inh,ABHD5-PLIN5 inh,CaV13 ICDI inh,m5-HT2A agonist,MC4R antagonist,MC4R barr agon,ABCB6 inh 2
O=[N+]([O-])c1cc(/C=N/N2CCOCC2)cs1,0.9,-0.9,-0.1,-4.1,-9.0,-3.1,-2.8,-4.3,-1.3,94.0
CCOC(=O)/C(C(N)=NCCO)=C(/O)c1ccccc1,0.7,4.9,-2.7,-3.9,-2.7,-4.6,-1.2,-4.3,-0.8,83.0
C=CCN(C(=O)c1ccc(Cl)cc1)c1ccccc1C(=O)NCC(=O)O,-0.9,-2.3,5.7,-3.0,-4.9,5.4,-2.4,7.6,-1.1,96.0
COc1ccc(Nc2nnc(-c3ccc(O)cc3)c3ccccc23)cc1,-2.8,28.4,4.0,17.3,2.1,-6.4,30.4*,-12.5,3.9,86.0
Cc1ccc(NS(=O)(=O)c2cccc(C(=O)NCC(c3ccc(F)cc3)N3CCOCC3)c2)cc1 (centres undefined),-0.9,13.4,9.7,-0.1,5.5,-5.9,-1.9,-6.3,2.0,92.0
Cc1cccn2c(=O)nc(SCC(=O)Nc3ccc4c(c3)OCCO4)nc12,4.4,5.9,1.8,-4.7,-4.5,-13.5,-1.0,-3.6,0.7,96.0
COc1cccc(NC(=O)N(C)C[C@@H]2OCc3cn(nn3)CCCC(=O)N([C@H](C)CO)C[C@H]2C)c1,0.8,-2.6,1.5,-5.2,1.3,-2.7,-0.3,0.0,0.0,98.0
CC(=O)N1CCc2cc(S(=O)(=O)NCCC(=O)Nc3ccc4c(c3)OCCO4)ccc21,-0.5,-7.1,2.4,-4.6,-3.4,·,-5.1,10.7,0.6,103.0
CCOc1ccc(C(c2c(O)nc(SC)[nH]c2=O)c2c(O)nc(SC)[nH]c2=O)cc1,0.8,-2.7,-3.0,39.6,34.5*,-2.6,0.4,6.2,-1.0,100.0
O=C(CSc1nnc(-c2ccc(O)cc2)n1-c1ccccc1)CC(=O)Nc1ccccc1,-0.6,1.4,18.7,-4.4,3.4,-6.9,-0.5,-6.4,-2.7,95.0
O=C(CCS(=O)(=O)c1ccc2c(c1)NC(=O)CO2)NCCc1ccc(Cl)cc1,2.4,5.7,3.2,27.3,1.3,-1.9,-4.1,8.1,0.1,99.0
O=C(NCc1ccccn1)Nc1ccc(Br)cc1Cl,1.0,5.8,12.0,-1.0,5.0,-2.2,-8.2,-1.5,-1.8,95.0
CCOC(=O)CCc1c(C)nc2c(c(C)nn2C(C)(C)C)c1C,0.6,-8.6,-8.2,-1.4,-2.1,-5.6,3.5,5.9,2.4,99.0
COc1cc(C(=O)NNC(=O)c2nn(C)c(=O)c3ccccc23)cc(OC)c1OC,4.1,-3.7,-1.2,-0.2,-8.1,-11.6,-5.3,3.4,-2.3,97.0
CCNc1nc(NC(C)C)nc(Oc2ccc(OCCOc3ccccc3)nn2)n1,6.7,-1.0,-3.5,0.9,3.8,-5.9,2.8,1.5,-0.4,96.0
O=C(c1ccc2snnc2c1)N1CCOCC1,-11.2,5.4,-2.6,-3.4,-0.9,·,-2.3,5.8,-2.0,94.0
Cc1ccc(C(=O)CSc2nc(O)cc(=O)[nH]2)cc1C,4.1,3.7,-3.0,-21.6,-4.2,-6.4,0.6,0.2,-1.0,104.0
COc1ccc2nnc(-c3ccccc3)n2n1,2.0,3.5,-1.2,0.6,-0.6,-3.9,1.4,-0.8,-0.9,104.0
Cn1c(=O)c2c(nc(Br)n2C/C=N/NC(N)=S)n(C)c1=O,0.6,6.7,-0.6,2.6,-8.6,-19.6,-1.0,0.5,0.7,96.0
O=[N+]([O-])c1ccc(S(=O)(=O)N/N=C/c2cccs2)cc1,1.1,4.8,4.9,4.1,-0.2,-2.7,0.1,6.0,0.0,97.0
CC(C)Oc1ccc(/C=N/NC(N)=S)cc1,6.5,-9.6,-0.1,1.4,0.9,-15.7,-3.1,-0.6,-2.0,98.0
O=c1[nH]n(-c2cccc3cccnc23)c(=O)c2ccccc12,1.2,0.4,14.7,-0.6,-4.2,·,8.2,11.9,-0.5,98.0
CCOC(=O)Cc1csc(NS(=O)(=O)c2ccc(Cl)cc2)n1,-1.6,-1.8,0.3,-9.6,-3.2,-4.9,2.8,5.9,-1.6,106.0
O=c1cn[nH]c2ccc(Br)cc12,-2.5,4.7,-0.7,0.2,3.4,-5.4,-1.1,5.6,1.4,99.0
CC(=O)N1CCc2cc(S(=O)(=O)CCC(=O)NCCc3ccc(Cl)cc3)ccc21,-0.2,-9.7,1.5,-0.6,0.6,-15.1,0.1,-1.6,-1.3,102.0
O=c1cc(CSc2nnc(COc3ccccc3Cl)o2)nc2sccn12,-4.5,30.0,-4.3,2.9,-2.6,-8.1,-2.1,-8.4,-1.5,87.0
CCOC(=O)C1(C)CCCN1C(=O)c1cncc(Br)c1 (centres undefined),2.5,-0.3,1.6,-2.5,4.7,-8.6,7.0,2.8,0.5,110.0
c1ccc(Sc2ccccn2)cc1,1.6,1.1,11.5,3.8,-0.3,-16.1,-4.8,0.6,-0.9,99.0
COc1ccc(NC2c3ccccc3C(=O)N2c2ccccn2)cc1 (centres undefined),1.4,2.5,-6.5,-1.6,4.1,-7.0,2.2,0.1,-0.5,91.0
CCN1CCN(c2nc3c(c(=O)[nH]c(=O)n3C)n2CCCc2ccccc2)CC1,-0.9,1.4,0.2,-1.1,-2.3,-4.9,-0.7,14.3,2.1,100.0
Cc1cc(C)cc(N2CC34C=CC(O3)C(C(=O)OCC(=O)NCc3ccco3)C4C2=O)c1 (centres undefined),1.9,1.0,5.6,-2.7,-1.1,-3.6,4.9,-3.1,-2.3,97.0
O=C(O)c1ccc(N2CCS(=O)(=O)CC2)cc1,2.8,15.4,-7.8,1.6,0.8,4.6,-1.1,11.2,-1.4,94.0
